# NPR1 activator: GC-A (human) enzyme activation; P16066; HEK293 GC-A cells, cGMP TR-FRET, EC30 ANP; 0% at EC30 ANP, 100% saturating ANP; activation, % at 10 µM; 370,000 compounds, 0.14% hits; AID 1671463; in the data active = activation above about 40%
# GC-B act: GC-B (human) receptor activation | P20594 | HEK293-GC-B cells, CNP EC30, cGMP TR-FRET; 0% at EC30 CNP, 100% saturating CNP | activation, % at 10 µM | 370,000 compounds, 0.11% hits;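 active = activation at 10 µM reaching about 35% in either raw or pattern-adjusted values, limit read from the data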
# DAX1 inh-1: blocks DAX1 repression of SF-1 activated StAR promoter | AID 652010 | inhibition, % at 6.8 µM | HEK293T StAR-luciferase reporter, SF-1/DAX-1 repression relief | 370,000 compounds, 1.1% hits;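 active = inhibition above the mean over all tested compounds plus 3 SD, cut at about 3.6% in these data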;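 also: 0% = DAX-1 cells with DMSO and 100% = cells lacking DAX-1 with DMSO; higher inhibition means more luminescence from relief of DAX-1 repression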
# hgDAF12 agonist: hgDAF-12 agonism, primary luciferase screen; AID 687014; 370,000 compounds, 1.8% hits; activation, % at 6.8 µM; HEK293 GAL4-hgDAF12 UAS-luciferase reporter, agonist luminescence; normalized to butyrate control;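 active = activation above a cutoff set at the mean of all screened compounds plus 3 SD, cut at about 10% in these data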;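 also: 0% = DMSO wells and 100% = sodium butyrate wells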
# ssDAF12 agonist: activators of S. stercoralis DAF-12 nuclear receptor. HEK293 ssDAF-12/GRIP1 lit1-tk-luc reporter, luminescence; % of 3 µM dafachronic acid response. activation, % at 6.8 µM. 370,000 compounds, 1% hits. AID 652126;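 active = activation above the mean over all tested compounds plus 3 SD, cut at about 0.9% in these data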;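 also: 0% = DMSO-only wells and 100% = 3 µM delta7-dafachronic acid wells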
# GAA850 FXN act: frataxin GAA850 promoter activation. HEK293 lucGAA850 FXN promoter luciferase reporter, 24 h; percent of 10 µM SAHA response. activation, % at 6 µM. 360,000 compounds, 0.56% hits. AID 540364;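 active = activation above the average of all compounds screened plus 3 SD, cutoff fixed separately per campaign, cut at about 7.5% in these data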;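 also: 0% = DMSO wells and 100% = 10 µM SAHA wells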
# sPLA2-III inh: Inhibits HGIII-sPLA2 liposome hydrolysis, primary screen; 370,000 compounds, 0.56% hits; inhibition, % at 12.2 µM; Q9NZ20; QFRET BODIPY PC-A2 liposome hydrolysis, fluorescence;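 active = inhibition above mean plus 3 SD of compounds lying within the high and low control bounds, cut at about 19% in these data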;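 also: 0% = median of test compound wells and 100% = no enzyme DMSO wells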
# Target sequence (Q9NZ20 whole entry, looked up): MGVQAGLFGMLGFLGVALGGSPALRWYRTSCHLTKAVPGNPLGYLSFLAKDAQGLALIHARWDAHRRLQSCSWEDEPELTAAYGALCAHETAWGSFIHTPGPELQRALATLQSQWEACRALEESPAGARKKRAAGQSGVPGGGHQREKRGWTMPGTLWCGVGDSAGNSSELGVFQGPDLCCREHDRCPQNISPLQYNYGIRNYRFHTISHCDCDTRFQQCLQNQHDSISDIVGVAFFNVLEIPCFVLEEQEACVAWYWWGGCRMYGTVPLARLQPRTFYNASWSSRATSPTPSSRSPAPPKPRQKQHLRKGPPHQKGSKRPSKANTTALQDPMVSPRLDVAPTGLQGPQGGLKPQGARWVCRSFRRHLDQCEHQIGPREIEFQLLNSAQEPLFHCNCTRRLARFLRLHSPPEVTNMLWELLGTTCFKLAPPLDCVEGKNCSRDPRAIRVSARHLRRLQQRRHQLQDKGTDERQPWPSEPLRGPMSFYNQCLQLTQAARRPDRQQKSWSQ
# DAX1 inh-2: NR0B1 (DAX1) inhibition; HEK293 Gal4-DAX1 luciferase reporter, luminescence; 340,000 compounds, 0.99% hits; inhibition, % at 6.75 µM; AID 504766; P51843;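 active = inhibition above the mean over all tested compounds plus 3 SD, cut at about 4.2% in these data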;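 also: 0% = DAX1-transfected cells with DMSO and 100% = empty-vector control cells with DMSO; inhibition shows as a rise in luminescence from relieved DAX1 repression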
# Target sequence (P51843 207-470 limits assumed): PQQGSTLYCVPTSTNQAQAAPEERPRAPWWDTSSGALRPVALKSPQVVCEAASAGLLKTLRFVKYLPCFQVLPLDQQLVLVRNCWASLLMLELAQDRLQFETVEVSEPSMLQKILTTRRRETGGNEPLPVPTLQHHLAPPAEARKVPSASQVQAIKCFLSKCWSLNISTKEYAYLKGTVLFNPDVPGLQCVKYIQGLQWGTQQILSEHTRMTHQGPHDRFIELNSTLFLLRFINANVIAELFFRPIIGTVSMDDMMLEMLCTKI
# ADAM10 inh: inhibits human ADAM10 | O14672 | recombinant ADAM10, EDANS/DABCYL FRET peptide cleavage, 3 h | inhibition, % at 7 µM | 370,000 compounds, 0.62% hits;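 active = inhibition above a per-campaign cutoff equal to the mean of compounds falling between control-based bounds plus 3 SD, cut at about 20% in these data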;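 also: 0% = DMSO wells while the 100% control is not disclosed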
# hcDAF-12 act: activators of H. contortus DAF-12 nuclear receptor; HEK293 hcDAF-12 lit1-tk-luc reporter, luminescence; 0% DMSO, 100% Δ7-dafachronic acid; AID 652067; activation, % at 6.8 µM; 370,000 compounds, 1.4% hits;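 active = activation above the mean of all tested compounds plus 3 SD, cut at about 5.5% in these data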;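 also: 100% = response to 3 µM Δ7-dafachronic acid high control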
# SMARCA2 act: activators of SMARCA2 function; activation, % at 9.1 µM; MG213 cells, MMTV-luciferase reporter, dexamethasone, overnight; 370,000 compounds, 1% hits; AID 652017; in the data active = activation above about 7.8%;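 also: 0% = vehicle wells and 100% = reference activator wells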
# Active calls of the source: *; / = not tested or not shown.
SMILES,NPR1 activator,GC-B act,DAX1 inh-1,hgDAF12 agonist,ssDAF12 agonist,GAA850 FXN act,sPLA2-III inh,DAX1 inh-2,ADAM10 inh,hcDAF-12 act,SMARCA2 act
N#CC1=C(N)Oc2cc(N)ccc2C1c1ccccc1 (stereo not given),26,-2,-0.4,1.7,-1.5,-0.2,-9,0.4,-13,-0.5,-1
O=C(c1cccnc1)N1N=C(c2cccs2)CC1c1ccc(F)cc1 (stereo not given),-27,-12,0.3,-2.9,-1.2,2.4,-3,1.9,-2,2.2,-1
COc1ccc(OCc2nn3c(-c4cccc(OC)c4)nnc3s2)cc1,-4,-1,0.7,-0.9,-0.3,1.0,4,0.1,14,0.7,-1
O=[N+]([O-])c1ccc(-c2nc3ccc([N+](=O)[O-])cc3[nH]2)cc1,12,18,0.7,0.9,-0.6,3.1,-6,1.2,-3,-0.5,1
Nn1c(SCC(=O)NC2CCCCC2)nnc1-c1ccco1,1,-2,-0.1,0.5,-0.7,-0.1,10,-0.1,-17,-0.5,-1
O=C1CSC2=NCN(c3ccc4c(c3)OCO4)CN12,-1,-4,-0.1,0.3,-1.7,1.4,0,0.3,-8,2.7,0
CCOC(=O)c1sc(N)c(C(=O)Nc2ccccc2)c1C,6,-3,1.4,8.8,-0.9,1.6,5,1.4,-13,2.5,-2
Cc1cccc(OCC(=O)NC(=S)Nc2ccccc2N2CCOCC2)c1C,-6,-10,-0.3,-2.5,-0.7,-0.5,-5,-0.1,0,1.2,-1
CC(=O)Nc1cccc(NC(=S)Nc2ccc(F)cc2F)c1,-2,4,-0.1,0.7,-1.1,1.0,2,0.7,-7,0.0,-3
COc1ccc(NC(=O)CN2C(=O)NC(C)(c3ccccc3)C2=O)c(OC)c1 (stereo not given),4,2,0.1,-0.7,-1.5,-0.7,3,0.2,-2,1.4,-1
COC(=O)c1ccc(-n2c(C)cc(/C=N/n3cnnc3)c2C)cc1,2,-1,-0.3,2.3,-1.2,2.9,-6,-0.8,7,-0.2,0
NC(=O)CCCn1c(C(=O)c2ccc(Cl)cc2)c2ccc([N+](=O)[O-])cc2[n+]1[O-],-2,-5,-0.5,-4.1,-1.5,1.4,3,-1.5,-1,0.7,2
CCOc1ccccc1CNc1ncnc2ccc(-c3c(C)noc3C)cc12,17,7,-1.7,-5.2,-1.6,-2.1,-10,-0.7,0,-2.2,-4
COc1cc(S(=O)(=O)N2CCOCC2)ccc1F,2,1,-0.1,2.3,-0.9,0.3,4,-0.1,6,-0.3,1
COC(=O)c1cn(NC(=O)c2ccccc2[N+](=O)[O-])c(=O)c2ccccc12,0,1,-0.4,1.5,-1.2,-0.6,1,-0.3,-6,-2.6,1
CCN(CC)S(=O)(=O)c1ccc2c(c1)N(CC(=O)Nc1ccc(NC(C)=O)cc1)C(=O)CO2,2,6,0.1,-0.6,-0.3,-0.1,-5,3.3,2,6.8*,0
CCOC(=O)C1=C(CN2c3ccccc3CC2C)NC(=O)NC1c1ccccc1 (stereo not given),-31,-13,-1.5,-14,-1.1,-1.7,3,-1.8,3,-2.4,-2
CCc1ccc(NC(=O)CC2C(=O)Nc3c2c(=O)n(C)c(=O)n3C)cc1 (stereo not given),-1,-1,-0.5,2.4,-1.3,0.8,-7,0.1,-3,0.1,7
Cc1nnc2sc(COc3ccccc3)nn2c1=O,0,-2,-0.2,-1.5,-1.1,0.4,-5,-1.3,0,2.4,-1
CCN(CCO)Cc1cc(=O)oc2c(C)c(C)ccc12,1,2,-0.2,-0.1,-1.1,5.1,-1,-0.8,-4,-0.4,0
COCCOC(=O)c1c(C)n(C)c2ccc(OC(=O)c3ccccc3F)cc12,7,-1,-0.3,-2.6,-1.3,1.8,-2,1.5,2,-2.0,0
COC(=O)c1cc(S(=O)(=O)N2CCCCC2C)c[nH]1 (stereo not given),2,-4,0.5,-0.3,-1.2,-0.7,3,0.0,-3,-0.9,-2
Cc1cc(NC(=O)c2cccc3ccccc23)cc(C)c1OCC(=O)N1CCOCC1,-1,6,-0.6,-1.3,-1.4,3.0,0,-0.4,-5,-1.5,0
COc1ccccc1C(=O)N1CCN(C(=O)[C@@H](Cc2ccccc2)NC(=O)[C@H]2O[C@@H](n3ccc(=O)[nH]c3=O)[C@H](O)[C@@H]2O)CC1,2,2,-0.3,-1.2,-1.1,/,7,/,1,-1.0,-4
COc1cccc(N2CCN(C(=O)c3cccc(S(=O)(=O)N4CCCC4)c3)CC2)c1,4,1,-0.3,1.8,-1.7,-0.3,2,0.9,-13,0.5,-4
NC(=O)c1ccccc1NC(=O)CC1(CC(=O)O)CCCC1,4,1,-0.1,2.4,-0.9,0.6,2,0.9,-24,1.2,-3
O=C(Oc1oc(-c2ccco2)nc1C=Nc1ccc(Cl)cc1)c1ccco1,44*,1,0.7,2.2,0.0,1.8,-2,0.2,12,-0.1,5
Cc1ccccc1NC(=O)C1CCCN1/C=C/C(=O)C(F)(F)F (stereo not given),3,8,0.2,0.7,-0.7,1.3,-6,-0.2,-2,-0.3,-1
C[C@H](CO)N1C[C@H](C)[C@@H](CN(C)Cc2cccnc2)Oc2ncc(-c3cccc(C#N)c3)cc2C1=O,1,2,-0.5,1.4,-1.3,0.5,5,1.3,-10,1.0,0
CN(C)S(=O)(=O)c1cccc(NC(=O)C(c2ccccc2)c2ccccc2)c1,-4,-4,-0.4,-0.6,-1.0,-4.4,-7,-0.8,4,-1.9,-2
CC(C)Cn1nc(C(=O)NCc2ccccc2CN2CCCC2)c2ccccc2c1=O,-1,1,1.6,1.4,0.1,-0.3,-5,0.2,2,1.5,1
COc1ccc(-n2c(=S)[nH]c3cc(C(=O)NCCCN4CCOCC4)ccc3c2=O)c(OC)c1,-1,6,0.4,-3.0,-1.2,-0.9,1,-1.1,2,-1.1,1
O=C(N/N=C/C(Br)=C\c1ccccc1)c1cccs1,-1,-7,2.0,9.1,-0.2,3.3,-8,/,7,4.0,18*
COc1ccc(CNCC(O)(c2ccccc2)c2ccc(Cl)cc2)cc1 (stereo not given),-45,-26,-0.9,1.2,-1.5,-2.8,-6,-0.8,16,-1.8,-3
CN(C(=O)CSc1nnc(-c2cccs2)n1C1CC1)C1CCS(=O)(=O)C1 (stereo not given),-2,1,0.5,4.3,0.1,-2.0,17,2.2,-13,0.2,2
COc1cccc(NC(=O)CN(C)C(=O)/C=C/c2cn(-c3ccccc3)nc2-c2ccc(C)cc2)c1,-5,-1,-3.0,-5.0,-1.5,-4.3,-30,-1.1,3,-3.5,-4
N=c1c(S(=O)(=O)c2ccc(Br)cc2)cc2c(=O)n3ccccc3nc2n1C1CCCCC1,3,2,-0.3,0.4,-0.8,1.8,0,-0.6,-7,-0.5,-2
O=C(O)c1ccc(CSc2nnnn2-c2ccc(F)cc2)cc1,2,1,0.3,-1.3,-0.9,1.6,1,0.3,-1,0.6,0
COC(=O)c1ccc(-c2noc(CN(Cc3ccncc3)CC3CCCO3)n2)cc1 (stereo not given),-2,-2,-0.4,-0.8,-1.3,1.4,-1,-0.6,-8,-1.1,-5
COCC1CCN(c2nc3nonc3nc2N2CCSCC2)C1 (stereo not given),4,-3,0.0,-1.6,-1.7,-0.3,1,0.9,-6,-0.3,-1

# 3 structures out of the list, sorted by molecular weight, falling:
SMILES,NPR1 activator,GC-B act,DAX1 inh-1,hgDAF12 agonist,ssDAF12 agonist,GAA850 FXN act,sPLA2-III inh,DAX1 inh-2,ADAM10 inh,hcDAF-12 act,SMARCA2 act
N=c1c(S(=O)(=O)c2ccc(Br)cc2)cc2c(=O)n3ccccc3nc2n1C1CCCCC1,3,2,-0.3,0.4,-0.8,1.8,0,-0.6,-7,-0.5,-2
C[C@H](CO)N1C[C@H](C)[C@@H](CN(C)Cc2cccnc2)Oc2ncc(-c3cccc(C#N)c3)cc2C1=O,1,2,-0.5,1.4,-1.3,0.5,5,1.3,-10,1.0,0
CN(C(=O)CSc1nnc(-c2cccs2)n1C1CC1)C1CCS(=O)(=O)C1 (stereo not given),-2,1,0.5,4.3,0.1,-2.0,17,2.2,-13,0.2,2

# (next part)
SMILES,NPR1 activator,GC-B act,DAX1 inh-1,hgDAF12 agonist,ssDAF12 agonist,GAA850 FXN act,sPLA2-III inh,DAX1 inh-2,ADAM10 inh,hcDAF-12 act,SMARCA2 act
O=C(COC(=O)c1ccc(S(=O)(=O)C(F)F)cc1)Nc1cccnc1Cl,3,2,-1.4,2.0,-1.2,3.2,9,-0.6,-6,-0.4,-2
CCC(C)c1ccc(NC(=O)N2CCOCC2)cc1 (stereo not given),2,1,0.3,4.1,-0.7,4.7,2,0.4,-3,0.1,5
COc1ccc(C(=O)OCC(=O)Nc2c(C)n(C)n(-c3ccccc3)c2=O)cc1OC,4,-1,0.5,-2.0,-1.2,-1.3,12,-0.3,-10,1.5,-2
COc1ccc(C2CC(c3cccc(Cl)c3)n3nc(N)nc3N2)cc1 (stereo not given),-7,-12,0.3,-0.1,-1.5,-2.7,3,-0.5,-343,0.5,-2
CCCNC(=O)CCc1c(C)nc2c(c(C)nn2-c2ccc(C)cc2)c1C,-2,-2,-0.4,-0.6,-1.4,0.2,-3,-2.2,-36,-2.2,-2
Cn1cccc1C(=O)NCc1ccc(Cl)cc1,-2,1,0.4,-1.4,-0.7,0.4,3,-0.1,-5,0.9,-3
COc1ccc(S(=O)(=O)N(CC(=O)N2CCOCC2)Cc2ccccc2)cc1C,-3,-1,-0.6,0.2,-1.6,-4.2,-1,-0.6,4,-0.7,1
C[C@H]1CN([C@@H](C)CO)C(=O)CCCn2nncc2CO[C@@H]1CN(C)CC1CC1,5,3,0.6,3.3,-1.0,/,2,/,-4,0.9,0
O=C(CSc1nnc(COc2cccc3ccccc23)o1)N1c2ccccc2CCc2ccccc21,-9,-6,-0.8,-1.9,-1.0,-2.3,-29,-1.0,9,-1.5,-1
O=C(NCc1cccs1)C1CCC(=O)N(Cc2cccc(C(F)(F)F)c2)C1 (stereo not given),1,0,-0.4,-0.6,-0.9,2.2,5,0.7,-4,-2.4,6
Cc1ccc(-n2c(SCC(=O)NCc3ccco3)nc3c(sc4ccccc43)c2=O)cc1,-11,2,-0.5,-0.9,-0.8,-11,-4,-1.4,-3,0.8,-1
CCn1c(SCc2nc(-c3ccc(Cl)cc3)no2)nnc1-c1ccco1,-5,3,-1.3,2.9,-1.5,0.6,-18,-0.5,0,-1.8,-6
CCCS(=O)(=O)N1CCN(Cc2ccccc2[N+](=O)[O-])CC1,3,11,-0.5,1.6,-1.2,-2.1,4,0.8,-6,-0.9,-3
Cc1ccc([C@H]2C[C@@H](O)[C@H](n3cc(C4CC4)nn3)CN2Cc2cccs2)cc1,4,-7,0.1,5.5,-0.5,-3.9,0,-0.2,2,-0.6,-5
CCn1c(NC(=O)c2ccc(C)cc2)c2ccccc2nc1=O,3,9,-0.1,-0.5,-1.4,0.8,0,0.7,-4,-1.2,0
Cc1ccc(C2CC(=O)N(c3ccc(F)cc3)C3=C2C(=O)CCC3)cc1 (stereo not given),4,6,0.6,-1.2,-0.4,-0.9,1,-0.4,-12,-0.5,-2
CCOC(=O)c1ccccc1Cc1nc2ccccc2c(=O)[nH]1,-4,-8,0.1,0.3,-1.4,1.3,8,0.2,1,-1.4,-1
CN(Cc1ccccc1Cl)C(=O)CCNC(=O)c1ccco1,2,5,1.7,-0.3,-0.9,2.5,0,10*,3,-0.5,1
